From PubChem BioAssay
NSD2 inh = inhibitors of human NSD2, primary screen, biochemical, plate reader, single point. NSD2-SET H3K36me1 DELFIA fluorescence. Histone-lysine N-methyltransferase NSD2 (Homo sapiens), O96028. 0.07% of 44,000 active. inhibition, % at 12.5 µM; in the data active means inhibition above about 54%, passing the limit was not always enough; inconclusive means no clear call, values can overlap the other calls;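 further: inhibitors reduce the monomethyl H3K36 fluorescence signal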
Target sequence (O96028 whole entry, looked up): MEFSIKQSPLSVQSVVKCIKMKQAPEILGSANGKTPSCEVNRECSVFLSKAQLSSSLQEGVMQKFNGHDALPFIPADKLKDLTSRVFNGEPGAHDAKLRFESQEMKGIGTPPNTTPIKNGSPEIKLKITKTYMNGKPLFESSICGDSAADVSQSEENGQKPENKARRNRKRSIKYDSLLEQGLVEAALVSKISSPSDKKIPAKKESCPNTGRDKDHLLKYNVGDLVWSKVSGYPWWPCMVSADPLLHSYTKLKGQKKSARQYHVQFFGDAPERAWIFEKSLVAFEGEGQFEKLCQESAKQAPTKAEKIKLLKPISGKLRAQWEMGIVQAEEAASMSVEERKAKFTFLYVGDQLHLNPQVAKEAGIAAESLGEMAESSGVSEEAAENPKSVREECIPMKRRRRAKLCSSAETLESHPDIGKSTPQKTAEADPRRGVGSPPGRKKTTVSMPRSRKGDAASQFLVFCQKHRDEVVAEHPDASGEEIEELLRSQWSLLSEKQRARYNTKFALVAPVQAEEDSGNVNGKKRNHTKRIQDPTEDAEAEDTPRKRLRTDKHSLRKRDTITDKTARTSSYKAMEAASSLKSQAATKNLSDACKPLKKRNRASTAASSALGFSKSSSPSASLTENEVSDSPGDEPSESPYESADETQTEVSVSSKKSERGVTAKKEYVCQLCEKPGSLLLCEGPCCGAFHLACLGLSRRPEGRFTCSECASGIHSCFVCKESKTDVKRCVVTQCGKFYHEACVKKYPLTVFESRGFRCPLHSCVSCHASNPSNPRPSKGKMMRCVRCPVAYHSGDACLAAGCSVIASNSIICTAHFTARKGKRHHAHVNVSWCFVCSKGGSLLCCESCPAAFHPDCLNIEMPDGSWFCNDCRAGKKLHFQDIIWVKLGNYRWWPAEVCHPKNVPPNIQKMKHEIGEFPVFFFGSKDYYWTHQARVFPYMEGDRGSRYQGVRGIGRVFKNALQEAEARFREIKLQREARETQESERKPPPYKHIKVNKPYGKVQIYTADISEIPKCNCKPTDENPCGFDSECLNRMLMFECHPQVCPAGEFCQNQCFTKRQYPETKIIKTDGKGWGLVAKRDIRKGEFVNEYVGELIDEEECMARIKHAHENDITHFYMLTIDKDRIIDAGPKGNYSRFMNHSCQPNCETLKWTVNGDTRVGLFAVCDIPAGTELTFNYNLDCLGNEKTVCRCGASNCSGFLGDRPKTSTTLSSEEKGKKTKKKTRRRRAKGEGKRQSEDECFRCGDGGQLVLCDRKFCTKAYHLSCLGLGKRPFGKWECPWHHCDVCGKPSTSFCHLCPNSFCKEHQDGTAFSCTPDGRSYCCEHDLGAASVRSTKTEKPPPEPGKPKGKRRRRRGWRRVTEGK
* = called active by the depositor; ? = inconclusive. Some of the compounds tested; rates above refer to the full screens.

SMILES	NSD2 inh
CC(=O)N(C)C[C@H]1Oc2cc(C#CC3(O)CCCC3)ccc2S(=O)(=O)N([C@H](C)CO)C[C@H]1C	-4.1
Cc1noc(C)c1S(=O)(=O)Nc1ccc2c(c1)C(=O)N([C@H](C)CO)C[C@H](C)[C@@H](CN(C)C(=O)Nc1ccc(C(F)(F)F)cc1)OCCCC[C@H](C)O2	-5.6
C[C@@H]1CN([C@H](C)CO)C(=O)Cc2cc(N(C)C)ccc2O[C@@H]1CN(C)Cc1ccc(C(=O)O)cc1	0.9
C[C@H](CO)N1C[C@H](C)[C@@H](CN(C)C(=O)c2cccnc2)Oc2cc(-c3cccc(C#N)c3)ccc2S1(=O)=O	12.5
CC(C)CC#Cc1ccc2c(c1)O[C@H](CN(C)CC1CC1)[C@H](C)CN([C@@H](C)CO)S2(=O)=O	3.4
COc1ccccc1NC(=O)N[C@H]1C=C[C@@H](CC(=O)N[C@@H](C)c2ccccc2)O[C@H]1CO	-20.3
CC(C)NC(=O)N(C)C[C@H]1Oc2ccc(NS(=O)(=O)c3ccc(F)cc3)cc2C(=O)N([C@H](C)CO)C[C@H]1C	5.1
Cc1noc(C)c1S(=O)(=O)N(C)C[C@@H]1OCCCC[C@@H](C)Oc2ccc(NC(=O)CCCCCC(=O)Nc3ccccc3N)cc2C(=O)N([C@H](C)CO)C[C@@H]1C	1.8
C[C@@H]1CCCCO[C@@H](CN(C)C(=O)NC2CCCCC2)[C@@H](C)CN([C@H](C)CO)C(=O)c2cc(NC(=O)Cc3ccccc3)ccc2O1	9.0
Cc1noc(C)c1NC(=O)N(C)C[C@H]1OCCCC[C@@H](C)Oc2ccc(NS(=O)(=O)c3cccs3)cc2C(=O)N([C@H](C)CO)C[C@H]1C	3.8
C[C@@H]1CN([C@H](C)CO)S(=O)(=O)c2ccc(-c3cccnc3)cc2O[C@@H]1CN(C)CC1CC1	18.5
Cc1noc(C)c1S(=O)(=O)Nc1ccc2c(c1)C(=O)N([C@@H](C)CO)C[C@@H](C)[C@@H](CN(C)Cc1ccncc1)OCCCC[C@H](C)O2	-1.8
COc1ccc(NC(=O)Nc2ccc3c(c2)C(=O)N([C@@H](C)CO)C[C@@H](C)[C@H](CN(C)C(=O)Nc2c(C)noc2C)OCCCC[C@H](C)O3)cc1	0.1
C[C@H]1CN([C@@H](C)CO)C(=O)c2cc(NC(=O)NC3CCCCC3)ccc2O[C@@H]1CN(C)Cc1ccc(C(=O)O)cc1	1.3
Cc1ccc(S(=O)(=O)Nc2cccc3c2O[C@H](CN(C)C(=O)Nc2ccc4c(c2)OCO4)[C@@H](C)CN([C@@H](C)CO)C3=O)cc1	3.1
CCCNC(=O)N(C)C[C@@H]1Oc2ncc(C#CCC(C)C)cc2C(=O)N([C@@H](C)CO)C[C@H]1C	-3.9
C[C@H]1CN([C@@H](C)CO)C(=O)c2cc(NS(C)(=O)=O)ccc2O[C@@H]1CN(C)C(=O)NC1CCCCC1	-2.4
C[C@@H]1CN([C@@H](C)CO)C(=O)Cc2cc(NC(=O)CCC(F)(F)F)ccc2O[C@@H]1CN(C)S(=O)(=O)c1ccc(Cl)cc1	0.6
COc1ccc(S(=O)(=O)N(C)C[C@@H]2Oc3c(NC(=O)NC4CCCCC4)cccc3C(=O)N([C@H](C)CO)C[C@H]2C)cc1	-1.8
C[C@H]1CN([C@@H](C)CO)C(=O)c2cc(NC(=O)NC3CCCCC3)ccc2O[C@H]1CN(C)C	9.9
Cc1ccc(S(=O)(=O)N(C)C[C@@H]2Oc3cc(C#CC4CCCC4)ccc3S(=O)(=O)N([C@@H](C)CO)C[C@@H]2C)cc1	-0.3
N#Cc1ccc(NC(=O)c2ccc(Br)o2)cc1	-1.1
Clc1cc(Cl)cc(OCc2nn[nH]n2)c1	3.1
Cc1noc(C)c1S(=O)(=O)Nc1ccc2c(c1)C(=O)N([C@H](C)CO)C[C@H](C)[C@@H](CN(C)C(=O)CCC(F)(F)F)OCCCC[C@H](C)O2	-0.1
C[C@H](CO)N1C[C@H](C)[C@H](CN(C)C(=O)c2cccnc2)Oc2ncc(-c3ccc(C(=O)N(C)C)cc3)cc2C1=O	5.3

Exported with bars between the fields: part of the list above.
molecule | NSD2 inh
CC(C)CC#Cc1ccc2c(c1)O[C@H](CN(C)CC1CC1)[C@H](C)CN([C@@H](C)CO)S2(=O)=O | 3.4
COc1ccccc1NC(=O)N[C@H]1C=C[C@@H](CC(=O)N[C@@H](C)c2ccccc2)O[C@H]1CO | -20.3
C[C@H](CO)N1C[C@H](C)[C@H](CN(C)C(=O)c2cccnc2)Oc2ncc(-c3ccc(C(=O)N(C)C)cc3)cc2C1=O | 5.3
COc1ccc(S(=O)(=O)N(C)C[C@@H]2Oc3c(NC(=O)NC4CCCCC4)cccc3C(=O)N([C@H](C)CO)C[C@H]2C)cc1 | -1.8
Cc1noc(C)c1NC(=O)N(C)C[C@H]1OCCCC[C@@H](C)Oc2ccc(NS(=O)(=O)c3cccs3)cc2C(=O)N([C@H](C)CO)C[C@H]1C | 3.8

Next section
SMILES	NSD2 inh
C[C@@H]1CCCCO[C@H](CN(C)C(=O)C2CCCCC2)[C@@H](C)CN([C@@H](C)CO)C(=O)c2cc(NC(=O)Nc3ccccc3)ccc2O1	?
CCOC(=O)c1cc(CSc2n[nH]c(=O)n2-c2ccccc2)nn1C(C)(C)C	5.4
C[C@H]1CN([C@@H](C)CO)C(=O)c2cc(NC(=O)CCCN(C)C)ccc2O[C@@H]1CN(C)Cc1ccc(-c2ccccc2)cc1	-2.4
C[C@@H]1CCCCO[C@H](CN(C)S(=O)(=O)c2ccc(F)cc2)[C@@H](C)CN([C@H](C)CO)C(=O)c2cc(N(C)C)ccc2O1	7.7
C[C@@H]1CN([C@H](C)CO)C(=O)c2cc(NC(=O)C3CC3)ccc2O[C@H]1CN(C)C	23.2
CCCNC(=O)N(C)C[C@H]1Oc2ncc(C#CC3(O)CCCC3)cc2C(=O)N([C@@H](C)CO)C[C@@H]1C	3.1
C[C@H](CO)N1C[C@H](C)[C@H](CN(C)S(=O)(=O)c2ccc(Cl)cc2)Oc2ccc(NC(=O)C3CC3)cc2CC1=O	1.2
COc1ccc(S(=O)(=O)N(C)C[C@H]2Oc3ccc(NC(=O)Cc4ccccc4)cc3C(=O)N([C@@H](C)CO)C[C@@H]2C)cc1	-0.1
COCC(=O)N(C)C[C@H]1Oc2cc(-c3ccccc3F)ccc2S(=O)(=O)N([C@@H](C)CO)C[C@@H]1C	-4.3
C[C@@H]1CN([C@@H](C)CO)C(=O)c2cc(N(C)C)ccc2O[C@H]1CN(C)S(=O)(=O)c1cn(C)cn1	-0.1
O=NC(=O)c1cccc(C(=O)NNC=C2C=CN(O)C=C2)c1	21.0
CS(=O)(=O)Nc1ccc2c(c1)[C@H]1C[C@H](CC(=O)NCc3ccc(-c4ccccc4)cc3)O[C@H](CO)[C@H]1O2	4.2
C[C@H](CO)N1C[C@H](C)[C@H](CN(C)S(=O)(=O)c2ccc(C#N)cc2)Oc2ncc(C#Cc3ccc(F)cc3)cc2C1=O	-2.1
C[C@H](CO)N1C[C@H](C)[C@@H](CN(C)S(=O)(=O)c2ccccc2)OCCCC[C@H](C)Oc2ccc(N(C)C)cc2C1=O	1.2
C[C@H]1CN([C@@H](C)CO)C(=O)Cc2cc(NC(=O)Nc3cccc4ccccc34)ccc2O[C@H]1CN(C)Cc1ccc(C(=O)Nc2ccccc2N)cc1	-3.4
Cc1ccc(S(=O)(=O)Nc2ccc3c(c2)CC(=O)N([C@@H](C)CO)C[C@H](C)[C@H](CN(C)Cc2ccc4c(c2)OCO4)O3)cc1	6.4
C[C@H]1CN([C@@H](C)CO)S(=O)(=O)c2ccc(C#CCC3CCCC3)cc2O[C@@H]1CN(C)C(=O)c1ccccn1	-1.9
C[C@H](CO)N1C[C@H](C)[C@H](CN(C)Cc2ccc(Oc3ccccc3)cc2)Oc2ccc(NC(=O)CCCN(C)C)cc2CC1=O	22.5
Cc1ccc(S(=O)(=O)N(C)C[C@@H]2OCCCC[C@@H](C)Oc3ccc(NS(=O)(=O)c4ccc(F)cc4)cc3C(=O)N([C@H](C)CO)C[C@H]2C)cc1	25.2
CC(C)NC(=O)Nc1ccc2c(c1)CC(=O)N([C@@H](C)CO)C[C@@H](C)[C@@H](CN(C)S(=O)(=O)c1ccccc1)O2	-5.6
Cc1noc(C)c1NC(=O)Nc1ccc2c(c1)C(=O)N([C@@H](C)CO)C[C@H](C)[C@@H](CN(C)Cc1ccccc1)OCCCC[C@H](C)O2	10.4
COc1cccc(S(=O)(=O)N(C)C[C@@H]2Oc3cc(C4=CCCC4)ccc3S(=O)(=O)N([C@H](C)CO)C[C@H]2C)c1	-0.3
COCC(=O)Nc1ccc2c(c1)[C@H]1C[C@@H](CC(=O)N3CCCCC3)O[C@H](CO)[C@H]1O2	2.0
COc1ccc(NC(=O)Nc2ccc3c(c2)[C@@H]2C[C@@H](CC(=O)N4CCN(C)CC4)O[C@@H](CO)[C@@H]2O3)cc1	2.3
C[C@@H]1CN([C@@H](C)CO)C(=O)c2cc(-c3cccnc3)cnc2O[C@H]1CN(C)C(=O)C1CCOCC1	-4.2
Continued.
SMILES	NSD2 inh
O=C(C[C@@H]1CC[C@@H](NC(=O)c2cccnc2)[C@@H](CO)O1)NCc1ccc(Cl)c(Cl)c1	5.8
COc1cc(/C=N/NC(=O)c2cccc(C(=O)NO)c2)c([N+](=O)[O-])cc1OC	-15.7
C[C@H](CO)N1C[C@H](C)[C@H](CN(C)Cc2ccncc2)Oc2c(NC(=O)Nc3ccc(F)cc3)cccc2C1=O	-2.8
C[C@H]1CN([C@@H](C)CO)C(=O)c2cc(/C=C/c3ccccc3)cnc2O[C@H]1CN(C)C(=O)Cc1ccccn1	1.6
C[C@H](CO)N1C[C@H](C)[C@@H](CN(C)Cc2ccncc2)Oc2cc(C#CCN(C)C)ccc2S1(=O)=O	2.7
C[C@H]1CN([C@@H](C)CO)S(=O)(=O)c2ccc(C#CC3(O)CCCC3)cc2O[C@H]1CN(C)C(=O)Cc1ccccc1	-0.4
C[C@@H]1CN([C@@H](C)CO)S(=O)(=O)c2ccc(C#CCN(C)C)cc2O[C@@H]1CN(C)S(C)(=O)=O	-4.3
C[C@H]1CN([C@@H](C)CO)C(=O)c2cc(NS(=O)(=O)c3ccc(F)cc3)ccc2O[C@@H]1CN(C)C(=O)Nc1ccc(F)cc1	1.6
C[C@H](CO)N1C[C@H](C)[C@H](CN(C)CC2CC2)Oc2ccc(NC(=O)C3CCCCC3)cc2CC1=O	4.4
C[C@@H]1CCCCO[C@H](CN(C)C(=O)CCC(F)(F)F)[C@H](C)CN([C@H](C)CO)C(=O)c2cc(NC(=O)NC3CCCCC3)ccc2O1	-3.9
CC(C)CC#Cc1cnc2c(c1)C(=O)N([C@@H](C)CO)C[C@@H](C)[C@H](CN(C)S(=O)(=O)c1cn(C)cn1)O2	5.4
CC(C)(C)OC(=O)NC/C=N/NC(=O)c1ccccc1O	0.2
COC(=O)C1=COC(O[C@@H]2O[C@H](CO)[C@@H](O)[C@H](O)[C@H]2O)[C@@H]2[C@@](C)(O)[C@@H](OC(=O)/C=C/c3ccc(OC)cc3)C[C@]12O (stereo partly drawn)	2.5
C[C@H]1CN([C@@H](C)CO)C(=O)Cc2cc(NC(=O)c3ccncc3)ccc2O[C@H]1CN(C)C(=O)Nc1ccc2c(c1)OCO2	3.3
C[C@@H]1CN([C@@H](C)CO)C(=O)c2cc(-c3ccncc3)cnc2O[C@@H]1CN(C)C(=O)c1cccc(F)c1	4.2
C[C@@H]1CN([C@H](C)CO)C(=O)Cc2cc(NS(=O)(=O)c3cn(C)cn3)ccc2O[C@H]1CN(C)C(=O)Nc1cccc2ccccc12	3.8
C[C@@H]1CN([C@H](C)CO)C(=O)c2cc(C3=CCCC3)cnc2O[C@@H]1CN(C)C(=O)c1ccc(F)cc1	-2.1
CC(C)NC(=O)Nc1ccc2c(c1)CC(=O)N([C@H](C)CO)C[C@@H](C)[C@@H](CN(C)C(=O)Nc1ccc(F)cc1)O2	-6.3
COc1ccc(CN(C)C[C@@H]2Oc3c(NC(=O)Nc4c(C)noc4C)cccc3C(=O)N([C@@H](C)CO)C[C@H]2C)cc1	-1.8
COCC(=O)N(C)C[C@H]1Oc2cc(C#C[C@@H](C)O)ccc2S(=O)(=O)N([C@@H](C)CO)C[C@H]1C	2.1
C[C@@H]1CN([C@@H](C)CO)S(=O)(=O)c2ccc(C3=CCCCC3)cc2O[C@H]1CN(C)C(=O)C1CCCCC1	3.7
C[C@H](CO)N1C[C@H](C)[C@@H](CN(C)C(=O)Nc2ccc3c(c2)OCO3)Oc2c(NS(=O)(=O)c3ccc(F)cc3)cccc2C1=O	2.4
CCCC#Cc1cnc2c(c1)C(=O)N([C@@H](C)CO)C[C@@H](C)[C@H](CN(C)S(C)(=O)=O)O2	3.7
Cc1ccc(-c2cnc3c(c2)C(=O)N([C@@H](C)CO)C[C@@H](C)[C@@H](CN(C)C(=O)c2cccc(F)c2)O3)cc1	-0.1
COc1ccc(CN(C)C[C@@H]2Oc3ccc(NC(=O)Cc4ccccc4)cc3C(=O)N([C@H](C)CO)C[C@@H]2C)cc1	-6.9
COc1ccc(NC(=O)N(C)C[C@@H]2OCCCC[C@H](C)Oc3ccc(NC(=O)Nc4ccc(C(F)(F)F)cc4)cc3C(=O)N([C@@H](C)CO)C[C@@H]2C)cc1	-10.9
C[C@H]1CN([C@@H](C)CO)C(=O)c2cccc(NC(=O)C3CCCCC3)c2O[C@H]1CN(C)CC1CC1	0.6
O=C(C[C@H]1C=C[C@H](NC(=O)Nc2ccccc2F)[C@@H](CO)O1)NCc1ccc(F)cc1	1.5
C[C@H]1CN([C@@H](C)CO)C(=O)Cc2cc(NC(=O)Cc3cn(C)c4ccccc34)ccc2O[C@@H]1CN(C)Cc1ccccc1	-4.7
COc1ccc(S(=O)(=O)N(C)C[C@H]2Oc3c(NS(=O)(=O)c4ccccc4)cccc3C(=O)N([C@@H](C)CO)C[C@H]2C)cc1	-0.9

Entries above that contain an NH in an aromatic ring, in the order listed:
SMILES	NSD2 inh
Clc1cc(Cl)cc(OCc2nn[nH]n2)c1	3.1
CCOC(=O)c1cc(CSc2n[nH]c(=O)n2-c2ccccc2)nn1C(C)(C)C	5.4
